RXFP1 ag: agonists of human relaxin receptor RXFP1; Potency, µM (series often up to 57.5 µM), without a hit: at the highest dose activation, most hits filed as activators; 370,000 compounds, 0.3% hits; AID 2676; HEK293T-RXFP1 cAMP TR-FRET, 30 min; response scale: percent of porcine relaxin response, buffer zero; active = well fitted activation curve with a large enough effect; inconclusive = small, poorly fitted or top-dose-only effect; also: potency is read from the fitted curve at half-maximal effect; % is scaled to controls: 0 for no effect and ±100 for the full control effect; nearly all actives have a fitted effect of over 60% in size; many of its hits are not listed in these tables
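HEK293 cells stably expressing RXFP1, treated 30 min at 37C with compounds plus PDE4 inhibitor Ro 20174; cAMP measured by HTRF TR-FRET. Normalized to buffer and 29 nM porcine relaxin; EC50 by Hill fit.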
D1 ag: activates the human D1 dopamine receptor. P21728. HEK293 T-REx D1 cells, calcium flux, agonist mode. activation, % at 2 µM. 360,000 compounds, 1% hits. AID 504660; in the data active = activation above about 30%; also: 0% is about no effect
Target sequence (P21728 whole entry, looked up): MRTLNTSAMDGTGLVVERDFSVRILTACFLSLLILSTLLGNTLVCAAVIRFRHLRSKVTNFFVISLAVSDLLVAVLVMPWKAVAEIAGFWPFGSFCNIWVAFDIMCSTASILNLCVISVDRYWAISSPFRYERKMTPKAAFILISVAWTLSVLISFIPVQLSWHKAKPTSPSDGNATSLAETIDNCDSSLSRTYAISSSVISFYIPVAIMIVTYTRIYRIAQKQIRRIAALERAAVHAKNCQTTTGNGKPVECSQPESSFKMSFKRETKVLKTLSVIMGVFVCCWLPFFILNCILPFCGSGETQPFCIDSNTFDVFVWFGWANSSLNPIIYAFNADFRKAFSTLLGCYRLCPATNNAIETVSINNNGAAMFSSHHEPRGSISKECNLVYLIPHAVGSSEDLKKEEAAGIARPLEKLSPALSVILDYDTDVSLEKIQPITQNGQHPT
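Inducible HEK293 T-REx D1 cells, force-coupled to calcium signalling, were plated at 4000 cells/well with tetracycline and held overnight at 30 C. After no-wash calcium dye loading, compound-evoked calcium rise over 180 s flagged agonists.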
D2 antag: antagonists of human D2 dopamine receptor. AID 485344. 340,000 compounds, 2% hits. HEK293 TREx D2 cells, calcium flux, dopamine EC80. inhibition, % at 10 µM; in the data active = inhibition above about 30%; also: 0% is about no effect
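Tetracycline-induced HEK293 T-REx cells expressing D2 force-coupled to calcium signalling were dye-loaded, exposed to compound for 180 s, then challenged with an EC80 of dopamine; calcium flux was followed kinetically for a further 180 s.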
D1 antagonist: antagonists of human D1 dopamine receptor; activity change, negative = inhibition, % at 10 µM; HEK293 TREx D1 cells, calcium flux, dopamine EC80; active compounds read low; 360,000 compounds, 3.2% hits; P21728; AID 504652; in the data active = activity change below about -30%; also: % is scaled to controls: 0 for no effect and ±100 for the full control effect
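Compound effects on dopamine-evoked calcium signalling were measured in tetracycline-induced HEK293 Trex D1 cells. Dopamine at EC80 followed a 180 s compound pre-read, and fluorescence was tracked kinetically for 180 s more.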
D2 PAM: positive allosteric modulators of human D2 dopamine receptor; HEK293 T-REx D2, calcium flux, EC20 dopamine potentiation; potentiation, % at 10 µM; 340,000 compounds, 0.34% hits; AID 485347;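 active = potentiation over 3 SD above the plate norm, cut at about 30% in these data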; also: 0% is about no effect
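Tetracycline-induced Hek293 Trex D2 cells, force-coupled to calcium, loaded with no-wash calcium dye. Compound added with 180 s kinetic read for agonism, then EC20 dopamine and a further 180 s read for potentiation.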
RXFP1 antag: antagonists of human relaxin receptor RXFP1. Q9HBX9. activity change, negative = inhibition, % at 57.5 µM. 350,000 compounds, 0.59% hits. HEK293-RXFP1, relaxin-stimulated cAMP HTRF, 30 min; active compounds read low;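 active = activity change of -60% or lower, but not beyond a set lower limit; inconclusive = change between -60% and -40%, or beyond the set limit; inactive = change above -40%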; also: % is scaled to controls: 0 for no effect and ±100 for the full control effect
TRHR PAM: allosteric enhancers of human TRH receptor; P34981; TRHR cells, fluo-8 calcium fluorescence, EC20 TRH enhancement; enhancement, % at 2 µM; 360,000 compounds, 0.66% hits; in the data active = enhancement above about 30%; also: 0% is about no effect
Target sequence (P34981 whole entry, looked up): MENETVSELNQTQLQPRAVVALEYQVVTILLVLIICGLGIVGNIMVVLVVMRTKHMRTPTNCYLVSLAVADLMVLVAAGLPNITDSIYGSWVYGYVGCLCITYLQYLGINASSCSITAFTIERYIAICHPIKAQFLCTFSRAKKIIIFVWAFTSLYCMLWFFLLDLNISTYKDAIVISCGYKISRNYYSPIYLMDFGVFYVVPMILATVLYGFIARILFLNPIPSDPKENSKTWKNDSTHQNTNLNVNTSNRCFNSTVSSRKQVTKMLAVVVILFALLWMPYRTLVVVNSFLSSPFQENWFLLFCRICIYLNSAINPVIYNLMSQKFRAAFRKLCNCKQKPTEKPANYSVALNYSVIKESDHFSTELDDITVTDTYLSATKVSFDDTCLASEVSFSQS
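TRHR-expressing cells loaded with fluo-8 calcium dye were read kinetically (ex 480/em 530) during compound addition, then stimulated with an EC20 of TRH (10 nM final). Enhancement of the Gq-mediated intracellular calcium response was scored.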
D2 ag: agonists of human D2 dopamine receptor; 340,000 compounds, 0.53% hits; HEK293 T-REx D2 cells, calcium flux agonist mode; activation, % at 2 µM; P14416; AID 485358;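 active = activation over 3 SD above normal in the single-dose calcium agonist read, cut at about 30% in these data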; also: 0% is about no effect
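Calcium-flux readout, 1 cycle/sec over 180 s following compound pin transfer, in inducible HEK293 Trex D2 cells (force-coupled); dopamine controls included. Positive calcium responses during this window marked compounds as potential agonists.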
D1 potentiator: human D1 dopamine receptor positive modulation | AID 504651 | P21728 | HEK293 TREx D1 cells, calcium flux, dopamine EC20 potentiation | 360,000 compounds, 0.036% hits | potentiation, % at 10 µM; in the data active = potentiation above about 30%; also: 0% is about no effect
Active calls of the source: *; ? = inconclusive; · = no result given. An excerpt, so the mix of outcomes need not match the whole.

SMILES	RXFP1 ag	D1 ag	D2 antag	D1 antagonist	D2 PAM	RXFP1 antag	TRHR PAM	D2 ag	D1 potentiator
COc1ccc(C(=O)NN=C2CCCC2)cc1	-1.3%	0	-6	6	2	23	5	-2.1	-5
Cc1noc(C)c1S(=O)(=O)N(CC(=O)NCc1ccc(Cl)cc1)c1ccc2c(c1)OCO2	0.3%	2	1	-3	-9	·	-2	-0.8	-6
CCC(=O)N1c2ccc(S(=O)(=O)N3CCCC3)cc2CC1C (stereo not drawn)	2.4%	3	-5	-3	-2	8	-4	0.3	-2
CN1C(=O)CC(c2cn(Cc3ccccc3)c3ccccc23)C1=O (stereo not drawn)	0.4%	5	·	3	15	2	17	·	2
Cc1cc(Nc2ccc(F)cc2)nc(-n2nc(C)cc2C)n1	-2.4%	1	·	9	0	-6	3	-0.4	1
Cc1ccc(S(=O)(=O)Nc2nc3ccccc3nc2NCc2ccc3c(c2)OCO3)cc1C	0.8%	0	-3	5	2	-7	3	0.1	-6
Cc1c(Cl)cccc1-n1c(SCC(=O)N2CCC(C(=O)O)CC2)nc2ccccc2c1=O	2.8%	1	8	-1	10	-9	-6	2.0	0
Cc1ccc(Nc2c(-c3ccncc3)nc3ccc(C)cn23)cc1	3.1%	0	·	4	8	-16	10	·	6
OC(COc1ccccc1)CN(Cc1ccccc1)CC(O)COc1ccccc1 (stereo not drawn)	-0.2%	1	-1	0	1	·	9	0.4	-4
CC(=O)Nc1cccc(Nc2nc(-c3cccs3)nc3ccccc23)c1	-2.4%	0	2	5	-3	-12	-9	-0.1	-6
CC1=C(C(=O)NCCN2CCOCC2)C2(CCC(C)CC2)OC1=O (stereo not drawn)	0.0%	-1	24	-15	4	-4	-4	0.4	-2
CC(C(=O)N1CCN(Cc2ccccc2)CC1)n1ncn2cccc2c1=O (stereo not drawn)	0.6%	0	49*	16	-16	-2	-23	9.5	-17

5 compounds from above, showing only RXFP1 ag, D1 ag and RXFP1 antag.
structure	RXFP1 ag	D1 ag	RXFP1 antag
CC1=C(C(=O)NCCN2CCOCC2)C2(CCC(C)CC2)OC1=O (stereo not drawn)	0.0%	-1	-4
COc1ccc(C(=O)NN=C2CCCC2)cc1	-1.3%	0	23
CN1C(=O)CC(c2cn(Cc3ccccc3)c3ccccc23)C1=O (stereo not drawn)	0.4%	5	2
Cc1noc(C)c1S(=O)(=O)N(CC(=O)NCc1ccc(Cl)cc1)c1ccc2c(c1)OCO2	0.3%	2	·
CCC(=O)N1c2ccc(S(=O)(=O)N3CCCC3)cc2CC1C (stereo not drawn)	2.4%	3	8

Additional compounds:
SMILES	RXFP1 ag	D1 ag	D2 antag	D1 antagonist	D2 PAM	RXFP1 antag	TRHR PAM	D2 ag	D1 potentiator
CN(N=Nc1cccc([N+](=O)[O-])c1)c1ccccc1	0.4%	2	-3	-11	2	-13	0	0.1	1
Cc1cn2c(=O)cc(COc3cccc(NC(=O)c4ccccc4C)c3)nc2s1	?	-2	·	-21	1	·	-3	-0.7	-2
CCOc1cc(C(=S)N2CCCCC2)ccc1OCC(=O)NCc1ccccc1	2.1%	-1	-1	5	0	-8	9	-0.5	0
CC1CCc2nn(CC(=O)Nc3cccc(C(F)(F)F)c3)c(=O)cc2C1 (stereo not drawn)	2.2%	0	·	24	12	2	1	0.4	-6
COc1ccc(CCNC(=O)C2CCCN(c3nc4ccccc4s3)C2)cc1OC (stereo not drawn)	-2.0%	0	2	23	5	-9	0	-1.6	-5
COc1ccc(OC)c(NC(=O)CC(NCCC2=CCCCC2)C(=O)O)c1 (stereo not drawn)	2.5%	2	19	-4	-10	·	-8	0.0	-4
CCOC(=O)c1cc(C#N)c(SC)nc1C	0.5%	1	3	2	6	-3	1	-2.0	0
CC1=C(C)CC(C(=O)NC(C)CCc2ccccc2)C(C(=O)O)C1 (stereo not drawn)	-1.4%	2	4	5	5	9	47*	7.7	-6
CC(C)c1ccc(/C=N/NC(=O)c2cccc(Cl)c2)cc1	-1.5%	4	11	4	-17	12	0	-1.2	-3
CC(CCc1ccccc1)NC(=O)CSc1nccc(=O)[nH]1 (stereo not drawn)	0.2%	0	-8	-3	-11	7	-2	3.4	-9
COc1ccc(NC(=O)Cn2nnc(-c3ccccc3F)n2)cc1Cl	-0.3%	7	2	-4	1	-8	4	0.1	7
CCCCCNC(=O)c1c[nH]c2ccc(S(=O)(=O)N3CCC(C)CC3)cc2c1=O	2.3%	-4	·	-2	17	-4	1	0.1	0
O=C(NCCCn1ccnc1)c1ccco1	0.9%	2	12	-6	-4	-13	-5	1.0	-4
O=C1c2ccccc2C(=O)N1c1ccc(S(=O)(=O)N2CCN(c3ccccc3)CC2)cc1	2.3%	3	-13	10	12	-15	1	-0.4	-3
Cc1cc(C)c(S(=O)(=O)c2ccc(Cl)cc2C)c(Cl)n1	-3.8%	1	-2	-15	-1	-21	8	1.2	4
COc1ccc(C2C=C(c3ccccc3)Nc3nc(NC(=O)/C=C/c4ccc(F)cc4)nn32)cc1 (stereo not drawn)	4.8%	0	·	5	5	-9	0	-1.4	-1
Cc1ccccc1NC(=O)c1ccc2snnc2c1	-1.0%	2	10	-22	0	-7	3	-0.2	-3
COc1cc(C(=O)N2CCN(C(=O)CC(C)C)CC2)cc(OC)c1OC	-0.1%	1	9	1	3	6	6	-0.2	1
O=c1oc(-c2ccccc2F)nc2c1cnn2-c1ccccc1	-0.9%	-3	9	-10	6	-1	-3	-0.4	4
Cc1ccc(-c2nc(N)n(S(=O)(=O)c3ccc(C)cc3)n2)cc1	4.1%	1	2	1	9	-1	-3	0.4	-2
c1ccc(CSC2=NCCCN2)cc1	0.9%	1	-2	10	18	15	5	-1.5	-3
CCc1ccc(/C=C2\C(=N)N3N=C(CC(=O)N4CCCCC4)SC3=NC2=O)cc1	-1.1%	1	-17	4	-11	-1	-9	0.4	3
Cc1ccc(Cn2cc(CCC(=O)NC3CCC(C)CC3)c3ccccc32)cc1 (stereo not drawn)	5.5%	6	·	3	3	-15	1	-0.3	-1
Cc1ccc(CN(C(=O)c2csnn2)C(C(=O)NC2CCCC2)c2ccco2)cc1 (stereo not drawn)	1.7%	1	-16	7	-17	-30	-4	1.5	-5
CC(C)(C)C(=O)NC1CC(=O)N(c2ccc3c(c2)OCCO3)C1 (stereo not drawn)	-0.7%	1	·	·	12	·	5	-1.5	-3
CCOC(=O)Cc1csc(SCC(=O)Nc2cccc(C#N)c2)n1	3.1%	9	-7	0	-6	4	0	-0.1	-3
COCCNC(=O)C(=O)NCC1OCCCN1S(=O)(=O)c1cccs1 (stereo not drawn)	-1.3%	0	·	-10	6	-5	-1	·	-9
COc1ccc(C(=O)N2CCN(C(C)=O)CC2)cc1S(=O)(=O)NCc1ccc(Cl)cc1	5.3%	5	9	-5	4	3	11	-0.1	0
CCCC(=O)NC(c1ccco1)c1cc([N+](=O)[O-])c2cccnc2c1O (stereo not drawn)	-1.3%	-3	-5	3	-1	-29	-2	5.8	6
CCOc1ccc(C(=O)c2cn(CC(=O)Nc3cc(OC)ccc3OC)c3cc(OC)c(OC)cc3c2=O)cc1	-2.4%	1	·	-12	2	·	0	0.7	0
CCCCc1cc(=O)oc2cc(OCC(=O)N(CC)CC)ccc12	0.0%	2	-17	13	8	28	0	0.2	0
O=c1cc(-c2ccccc2)cc(-c2ccccc2)n1CCO	0.2%	0	11	2	0	·	-2	0.6	2
Cc1ccccc1OCC(=O)Nc1ccccc1-c1ccccc1NC(=O)COc1ccccc1C	2.4%	6	-1	5	-3	0	3	-0.2	10
CCN(CC(=O)Nc1cc(Cl)ccc1C)C(=O)Cc1sc(C)nc1-c1ccc(F)cc1	0.2%	0	75*	1	-42	-5	-13	-0.1	0
COc1ccc(S(=O)(=O)NC2CCCCC2)cc1F	0.9%	9	5	-17	-5	9	-6	-0.1	-5
COC(=O)c1cccnc1Oc1ccccc1	0.7%	6	-1	-1	2	-11	-5	-1.4	-1
O=C(NCc1ccccc1Cl)c1ccc(S(=O)(=O)N2CCCC2)cc1	2.7%	1	-10	4	7	8	4	-0.8	3
Cc1ccc(OCC(=O)Nc2ccc3c(c2)nc2n3CCOC2)cc1	2.5%	2	7	-5	-6	2	3	0.1	2
CC(C)CC(=O)NC(c1ccccc1)c1c(O)ccc2ccccc12 (stereo not drawn)	-0.3%	1	7	-11	8	-14	1	-1.5	0
CCOC(=O)/C=c1\s/c(=C(\C#N)C(N)=O)n(-c2ccccc2)c1=O	-1.0%	1	-7	-11	-10	-5	7	11	-6
Cc1ccc(-c2cc(C)nc3ncnn23)cc1	4.0%	2	·	-24	·	·	-7	·	-1
COc1cc(CNCCc2ccccc2)ccc1OCC(N)=O	-1.0%	3	-11	1	-18	19	-3	23	-1
O=C(CSc1ncccn1)NN=C1CCCCCCC1	0.6%	2	13	-5	-4	7	-6	0.9	1
CC(C)(C)OC(=O)NCCC(=O)N/N=C/c1cccc2nccnc12	4.3%	2	-6	-14	-7	-4	-3	0.1	-2
CCC(C)NC(=O)CC(c1ccccc1)c1cc(C)ccc1O (stereo not drawn)	0.8%	1	-3	-4	5	-2	-2	-1.7	7
COc1cc(CN2CCN(C(c3ccccc3)c3ccccc3)CC2)cc(OC)c1OC	0.9%	6	17	-52*	-19	-27	-1	-1.6	-17
CSc1nc(-c2ccc(F)cc2)nc2c1Cc1c(CO)cnc(C)c1O2	2.6%	1	·	-7	-3	-10	0	1.0	-5
CC(=O)Nc1nc(-c2ccccc2)c(-c2ccccc2)o1	0.1%	-1	7	-8	-5	-12	2	-0.6	1
Cc1c(Cl)ccc2sc(NC(=O)CN3C(=O)c4ccccc4C3=O)nc12	0.3%	-1	-10	5	9	-6	0	0.2	3
CCOc1ccc(CN(C)CC(=O)Nc2cccc(C)c2)cc1OC	-1.3%	21	25	-13	-6	-14	8	-0.3	-4
CC(=O)Oc1c(/C=C(\C#N)C(N)=O)[nH]c2ccccc12	2.9%	53*	-33	-14	10	-5	4	-0.1	0
Cn1cnc2cc(NC(=O)c3cccs3)ccc21	0.1%	3	·	15	1	1	0	·	-2
Cc1nc2ccccn2c1C(=O)NNS(=O)(=O)c1ccc(Cl)cc1	3.2%	13	3	-15	-8	-16	33*	-0.4	-1

Structures from the list above that contain a thiophene ring, fused or not (three):
SMILES	RXFP1 ag	D1 ag	D2 antag	D1 antagonist	D2 PAM	RXFP1 antag	TRHR PAM	D2 ag	D1 potentiator
CC(=O)Nc1cccc(Nc2nc(-c3cccs3)nc3ccccc23)c1	-2.4%	0	2	5	-3	-12	-9	-0.1	-6
COCCNC(=O)C(=O)NCC1OCCCN1S(=O)(=O)c1cccs1 (stereo not drawn)	-1.3%	0	·	-10	6	-5	-1	·	-9
Cn1cnc2cc(NC(=O)c3cccs3)ccc21	0.1%	3	·	15	1	1	0	·	-2
